ROS inducer: ROS inducers in U2OS cancer cells, primary screen, cell-based, H2DCF-DA fluorescence. ROS induction (% of piperlongumine), % at 10 µM. actives 2% (n = 46,000). U2OS ROS induction; in the data active means ROS induction above about 79%, passing the limit was not always enough; inconclusive means no clear call, values can overlap the other calls;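 further: 0% = DMSO vehicle median and 100% = reference compound median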
An asterisk follows results filed as active; ? = inconclusive. An excerpt. The share of hits here may be higher or lower than overall.

Cc1ccc(S(=O)(=O)Nc2ccc3c(c2)C(=O)N([C@@H](C)CO)C[C@@H](C)[C@@H](CN(C)S(=O)(=O)c2c(C)noc2C)O3)cc1
- ROS inducer = 9

CC(=O)Nc1cc2ccccc2oc1=O
- ROS inducer = 6

COC(=O)CCCCCCC(=O)N=NC=C1C=CN(O)C=C1
- ROS inducer = 27

C[C@@H]1CN([C@@H](C)CO)C(=O)Cc2cc(NS(=O)(=O)c3cccs3)ccc2O[C@@H]1CN(C)S(=O)(=O)c1cn(C)cn1
- ROS inducer = 3

C[C@@H]1CN([C@@H](C)CO)C(=O)c2cc(NC(=O)C3CC3)ccc2O[C@@H]1CN(C)Cc1ccc(C(F)(F)F)cc1
- ROS inducer = 9

COc1ccc(NC(=O)CSc2n[nH]c(-c3ccccc3)n2)cc1
- ROS inducer = -2

CCC(Sc1nc2ccsc2c(=O)n1NC(=O)c1ccccc1)C(=O)Nc1cccc(C)c1 (stereo unspecified)
- ROS inducer = -6

CS(=O)(=O)N(CC(=O)Nc1ccc(C(N)=O)cc1)c1cc(Cl)cc(Cl)c1
- ROS inducer = 3

Cc1noc(C)c1NC(=O)N(C)C[C@H]1Oc2ccc(NS(=O)(=O)c3cccs3)cc2CC(=O)N([C@@H](C)CO)C[C@@H]1C
- ROS inducer = 3

N#CC1=NN(c2ccccc2)C(c2ccccc2)CC1=O (stereo unspecified)
- ROS inducer = 9

Cn1c(O)c(C=Nc2ccccc2)oc1=S
- ROS inducer = 2

C[C@@H]1CN([C@@H](C)CO)C(=O)c2cc(NC(=O)Nc3cccc4ccccc34)ccc2O[C@H]1CN(C)CC1CCCCC1
- ROS inducer = 7

Cc1ccc2oc(-c3cccc(NC(=O)COc4ccc5ccccc5c4)c3)nc2c1
- ROS inducer = ?

Cc1noc(C)c1NC(=O)Nc1ccc2c(c1)CC(=O)N([C@H](C)CO)C[C@H](C)[C@H](CN(C)C(=O)Nc1ccc(F)cc1)O2
- ROS inducer = -1

CC(C)c1nc2ccccc2n1Cc1ccccc1Cl
- ROS inducer = -6

Random excerpt: three entries already listed, in no set order.
Cc1noc(C)c1NC(=O)Nc1ccc2c(c1)CC(=O)N([C@H](C)CO)C[C@H](C)[C@H](CN(C)C(=O)Nc1ccc(F)cc1)O2
- ROS inducer = -1

Cn1c(O)c(C=Nc2ccccc2)oc1=S
- ROS inducer = 2

COc1ccc(NC(=O)CSc2n[nH]c(-c3ccccc3)n2)cc1
- ROS inducer = -2

Remaining list, next part.
c1ccn2c(SCc3ccc4c(c3)OCCO4)nnc2c1
- ROS inducer = 6

CCOC(=O)CNc1nnc(-c2ccccc2)c(-c2ccccc2)c1C#N
- ROS inducer = 62

C[C@@H]1CN([C@@H](C)CO)C(=O)Cc2cc(NC(=O)NC3CCCCC3)ccc2O[C@@H]1CN(C)C(=O)Nc1ccc(C(F)(F)F)cc1
- ROS inducer = 8

C[C@H](CO)N1C[C@H](C)[C@@H](CN(C)Cc2ccc(Oc3ccccc3)cc2)Oc2c(NC(=O)c3ccc(-c4nccs4)cc3)cccc2C1=O
- ROS inducer = 120*

CC(Sc1nc(O)c(-c2ccccc2)c(=O)[nH]1)C(=O)Nc1ccc(Cl)cc1 (stereo unspecified)
- ROS inducer = -20

Cc1noc(C)c1S(=O)(=O)N(C)C[C@@H]1Oc2c(cccc2N(C)C)C(=O)N([C@@H](C)CO)C[C@H]1C
- ROS inducer = -10

O=C(Nc1ccc(Cl)cc1)/C(=C\c1cccs1)c1ccsc1
- ROS inducer = -4

COc1ccc2c(=S)c(-c3cc4ccccc4o3)c(C)oc2c1
- ROS inducer = 9

Cc1cc(C(=O)Nc2cccc3c2O[C@H](CN(C)C(=O)Nc2cccc4ccccc24)[C@@H](C)CN([C@H](C)CO)C3=O)n(C)n1
- ROS inducer = -6

C[C@@H]1CN([C@@H](C)CO)C(=O)c2cccc(NC(=O)c3ccncc3)c2O[C@@H]1CN(C)Cc1ccc(C(F)(F)F)cc1
- ROS inducer = -5

Cc1noc(C)c1NC(=O)N(C)C[C@@H]1Oc2c(NC(=O)Nc3ccc(F)cc3)cccc2C(=O)N([C@@H](C)CO)C[C@@H]1C
- ROS inducer = -2

CCOc1cccc2c1OC1(C)C(C(=O)Nc3ccc(OC)cc3)C2NC(=S)N1CCOC (stereo unspecified)
- ROS inducer = -9

O=C1O[C@@H](c2ccccc2)[C@@H](c2ccccc2)N2[C@@H](c3ccc(O)cc3)[C@]3(C(=O)Nc4ccc(C#CCCO)cc43)[C@@H](C(=O)N3CCCCCCC3)[C@H]12
- ROS inducer = 0

CCn1c(SCC(=O)Nc2c(C)cccc2C)nnc1-c1cnccn1
- ROS inducer = -3

C[C@@H]1CN([C@H](C)CO)C(=O)c2cc(N(C)C)ccc2O[C@H]1CN(C)S(=O)(=O)c1ccc(F)cc1
- ROS inducer = -5

C[C@@H]1CN([C@@H](C)CO)C(=O)c2cccc(NC(=O)C3CC3)c2O[C@@H]1CN(C)Cc1ccc(-c2ccccc2)cc1
- ROS inducer = 0

CC(C)CN1CN(Cc2ccco2)CNC1=S
- ROS inducer = -13

C[C@H]1CN([C@@H](C)CO)C(=O)c2cccc(NS(=O)(=O)c3ccccc3)c2O[C@@H]1CN(C)C
- ROS inducer = 4

COc1ccc(NC(=O)CN2C(=O)c3ccccc3C2=O)cc1
- ROS inducer = 18

O=C(c1ccccc1NS(=O)(=O)c1ccccc1)N1CCCC1
- ROS inducer = -18

COc1ccc(NC(=O)Nc2cccc3c2O[C@@H](CN(C)Cc2ccccc2)[C@@H](C)CN([C@@H](C)CO)C3=O)cc1
- ROS inducer = 10

C[C@@H]1CN([C@@H](C)CO)C(=O)c2cccc(NS(=O)(=O)c3ccccc3)c2O[C@@H]1CN(C)C(=O)NC1CCCCC1
- ROS inducer = -11

COc1ccccc1Nc1nc(N)nc(CSc2nccn2C)n1
- ROS inducer = -3

C[C@@H]1CN([C@H](C)CO)C(=O)c2cc(NC(=O)C3CCCCC3)ccc2O[C@H]1CN(C)Cc1ccncc1
- ROS inducer = -8

COC(=O)CN1C(=O)S/C(=C/c2ccc(-c3ccc(C(=O)O)cc3)o2)C1=O
- ROS inducer = 52

COc1ccc(C)cc1N(C)C(=O)c1nn(C)c2c1COc1ccccc1-2
- ROS inducer = 19

CC(C)NC(=O)N(C)C[C@H]1Oc2ccc(NC(=O)Cc3cn(C)c4ccccc34)cc2C(=O)N([C@H](C)CO)C[C@H]1C
- ROS inducer = -3

C[C@@H]1CCCCO[C@@H](CN(C)Cc2ccncc2)[C@@H](C)CN([C@H](C)CO)C(=O)c2cc(NC(=O)c3ccccc3)ccc2O1
- ROS inducer = 19

O=C(CSc1nnc(-c2ccncc2)o1)c1cccc([N+](=O)[O-])c1
- ROS inducer = -1

Cc1noc(C)c1NC(=O)Nc1ccc2c(c1)CC(=O)N([C@H](C)CO)C[C@@H](C)[C@H](CN(C)C(=O)Nc1ccc(C(F)(F)F)cc1)O2
- ROS inducer = -5

CC(C)c1ccc(OCC(=O)Nc2ccc(Br)cc2C(=O)O)cc1
- ROS inducer = -11

CC(C)CNC(=O)N1c2ccccc2Sc2ccccc21
- ROS inducer = -8

COC(=O)CCCCCCC(=O)N/N=C/c1c(F)c(F)c(F)c(F)c1F
- ROS inducer = 266*

C[C@H]1CN([C@@H](C)CO)C(=O)c2cccc(NC(=O)c3ccc(-c4nccs4)cc3)c2O[C@@H]1CN(C)C(=O)Nc1ccc2c(c1)OCO2
- ROS inducer = -7

C[C@@H]1CN([C@H](C)CO)C(=O)c2cc(NS(=O)(=O)c3cccs3)ccc2O[C@H]1CN(C)S(=O)(=O)c1cccs1
- ROS inducer = 2

O=C(CCCCCCC(=O)Nc1ccccc1O)N/N=C/[C@H](O)[C@@H](O)[C@H](O)[C@H](O)CO[C@H]1O[C@H](CO)[C@H](O)[C@H](O)[C@H]1O
- ROS inducer = 23

C[C@@H]1CN([C@@H](C)CO)C(=O)c2cc(NC(=O)c3ccncc3)ccc2O[C@@H]1CN(C)S(=O)(=O)c1cccs1
- ROS inducer = 5

C[C@@H]1CN([C@H](C)CO)C(=O)CCCn2cc(nn2)CO[C@H]1CN(C)Cc1ccc2c(c1)OCO2
- ROS inducer = 12

O=C(NCC1CCCO1)C1c2ccccc2Oc2ccccc21 (stereo unspecified)
- ROS inducer = -11

Cc1noc(C)c1S(=O)(=O)Nc1ccc2c(c1)C(=O)N([C@@H](C)CO)C[C@@H](C)[C@H](CN(C)C(=O)Nc1ccc(F)cc1)O2
- ROS inducer = 10

CN(C)c1cc(N=C2CCCN2c2ccccc2)c2ccccc2n1
- ROS inducer = -6

Cc1nn(CC(=O)NCC2CCCO2)c(=O)c2cc3occc3n12 (stereo unspecified)
- ROS inducer = -12

Cc1snnc1C(=O)Oc1ccccc1-c1nnco1
- ROS inducer = -7

C[C@@H]1CN([C@@H](C)CO)C(=O)c2cccc(NC(=O)C3CCOCC3)c2O[C@@H]1CN(C)CC1CC1
- ROS inducer = 7

Cc1c(-c2nnnn2-c2ccccc2)cnc2ccccc12
- ROS inducer = 4

CC(C)NC(=O)[C@@]1(C)c2ccccc2C(=O)N(Cc2cc(C(F)(F)F)cc(C(F)(F)F)c2)[C@H]1c1ccc(CO)cc1
- ROS inducer = 11

C[C@H](CO)N1C[C@H](C)[C@H](CN(C)C)Oc2ccc(NC(=O)Cn3cnnn3)cc2CC1=O
- ROS inducer = -10

C[C@H](CO)N1C[C@H](C)[C@H](CN(C)Cc2ccccc2)Oc2ccc(NS(=O)(=O)c3cn(C)cn3)cc2CC1=O
- ROS inducer = -1

Cc1cc(C)c(S(=O)(=O)N2CCN(CC(O)COc3ccc4ccccc4c3)CC2)c(C)c1 (stereo unspecified)
- ROS inducer = 6

C=C1C(=O)O[C@@H]2CC=C(CCC(C)O)C(C)C[C@@H]12 (stereo partly specified)
- ROS inducer = 50

COc1ccc([Si](C)(C)[C@H]2[C@H](CCO)O[C@@]3(C(=O)N(Cc4ccccc4)c4ccc(N5CCC5=O)cc43)[C@@H]2C)cc1
- ROS inducer = ?

Cc1cc(NCn2ncc3ccccc3c2=O)ccc1Br
- ROS inducer = 2

COc1ccc(S(=O)(=O)N(C)C[C@@H]2OCCCC[C@@H](C)Oc3ccc(NC(=O)C4CCCCC4)cc3C(=O)N([C@H](C)CO)C[C@@H]2C)cc1
- ROS inducer = 33

C=CCNC(=O)[C@H]1[C@@H]2C(=O)O[C@@H](c3ccccc3)[C@@H](c3ccccc3)N2[C@@H](c2ccc(OCCO)cc2)[C@]12C(=O)N(C(=O)OCCOC)c1ccc(C#CC3=CCCCC3)cc12
- ROS inducer = 122*

C[C@@H]1CCCCO[C@H](CN(C)C(=O)c2ccncc2)[C@@H](C)CN([C@H](C)CO)C(=O)c2cc(NS(C)(=O)=O)ccc2O1
- ROS inducer = 50

Nc1cc(N)cc(C(=O)OCN2C(=O)c3ccccc3C2=O)c1
- ROS inducer = -13

CCOc1ccc(-n2c(C)nc3cc(C(=O)NCc4ccccc4Cl)ccc32)cc1
- ROS inducer = -1

N#Cc1c(N)nc(SCC(=O)c2ccc3ccccc3c2)c(C#N)c1-c1cccc(F)c1
- ROS inducer = 23

CCn1c(SCCOc2ccc(OC)cc2)nc2ccccc21
- ROS inducer = 7

CNC(=O)CN(C)S(=O)(=O)c1ccc(OC)c(C)c1
- ROS inducer = -4

C[C@@H]1CN([C@@H](C)CO)C(=O)Cc2cc(NC(=O)CCC(F)(F)F)ccc2O[C@@H]1CN(C)S(=O)(=O)c1cn(C)cn1
- ROS inducer = -7

C[C@@H]1CN([C@@H](C)CO)C(=O)c2cccc(NC(=O)c3cnccn3)c2O[C@@H]1CN(C)S(=O)(=O)c1cccs1
- ROS inducer = -4

c1ccc(-c2ccc(-c3cn4ccccc4n3)cc2)cc1
- ROS inducer = 14

C[C@H](CO)N1C[C@H](C)[C@H](CN(C)S(=O)(=O)c2ccccc2)Oc2ncc(C#CCN(C)C)cc2C1=O
- ROS inducer = -3

Cc1ccc(S(=O)(=O)Nc2ccc3c(c2)C(=O)N([C@@H](C)CO)C[C@H](C)[C@H](CN(C)Cc2ccc(Cl)c(Cl)c2)O3)cc1
- ROS inducer = 31

CSc1ccccc1NC(=O)C(C)NS(=O)(=O)c1ccc(Cl)cc1 (stereo unspecified)
- ROS inducer = 2

Brc1ccc(CNc2nc3ccccc3n2CCN2CCOCC2)cc1
- ROS inducer = 1

Nc1cc(N)nc(SCC(=O)c2ccc(F)cc2)n1
- ROS inducer = 10

C[C@H](CO)N1C[C@H](C)[C@H](CN(C)Cc2ccncc2)Oc2ncc(-c3cc4ccccc4o3)cc2C1=O
- ROS inducer = 10

Cc1ccc(NC(=O)CSc2nc(-c3cccs3)cc(C(F)(F)F)n2)c([N+](=O)[O-])c1
- ROS inducer = 4

Cc1ccccc1C(=O)Nc1ccc2nc(SCC(=O)Nc3ccccc3)sc2c1
- ROS inducer = 1

Cc1ccc(S(=O)(=O)N(C)c2ccc(C(=O)N3CCCCC3)cc2)cc1
- ROS inducer = 0

C[C@@H]1CN([C@@H](C)CO)C(=O)c2cccc(NS(=O)(=O)c3cn(C)cn3)c2O[C@@H]1CN(C)C(=O)Nc1cccc2ccccc12
- ROS inducer = 4

CCc1ccc(NC(=O)Cc2coc3ccc(C(C)C)cc23)cc1
- ROS inducer = 12

CC(C)NC(=O)Nc1ccc2c(c1)C(=O)N([C@H](C)CO)C[C@H](C)[C@H](CN(C)S(=O)(=O)c1ccccc1)OCCCC[C@@H](C)O2
- ROS inducer = 8

Cc1ccc2nc3c(c(C(=O)O)c2c1)CC(C(C)(C)C)CC3 (stereo unspecified)
- ROS inducer = -15

C[C@@H]1CN([C@@H](C)CO)C(=O)c2cccc(NC(=O)Nc3ccccc3)c2O[C@@H]1CN(C)C(=O)NC1CCCCC1
- ROS inducer = 24

C[C@@H]1CCCCO[C@H](CN(C)S(=O)(=O)c2ccc(Cl)cc2)[C@@H](C)CN([C@H](C)CO)C(=O)c2cc(NC(=O)c3ccncc3)ccc2O1
- ROS inducer = 15

C[C@H]1CN([C@@H](C)CO)C(=O)c2cc(NC(=O)NC3CCCCC3)ccc2O[C@H]1CN(C)S(=O)(=O)c1cccs1
- ROS inducer = 19

CNC[C@@H]1Oc2ccc(NC(=O)Nc3ccc4c(c3)OCO4)cc2C(=O)N([C@@H](C)CO)C[C@H]1C
- ROS inducer = -5

CC(NC(=O)Cn1nc(-c2ccccc2)ccc1=O)c1ccccc1 (stereo unspecified)
- ROS inducer = 12

CC(NCc1cccnc1)C12CC3CC(CC(C3)C1)C2 (stereo unspecified)
- ROS inducer = -14

CCOC(=O)c1cnc(C(F)(F)F)nc1Sc1n[nH]c(-c2cccs2)n1
- ROS inducer = 50

Screens as filed in PubChem BioAssay.
